# Screening results from PubChem.
# D1 agonist: human D1 receptor agonism; P21728; hit rate 1% among 360,000; HEK293 T-REx D1 cells, calcium flux, agonist mode; activation, % at 2 µM; in the data active = activation above about 30%; note: 0% is about no effect
#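 Agonism was scored from calcium flux recorded over 180 s (1 read/s) after pintool compound addition, following a 10-cycle baseline. Cells were inducible force-coupled HEK293 TREx D1, plated overnight at 30 C and loaded with no-wash calcium dye.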
# D1 antagonist: antagonists of human D1 dopamine receptor; HEK293 TREx D1 cells, calcium flux, dopamine EC80; stronger effect = lower value; AID 504652; activity change, negative = inhibition, % at 10 µM; hit rate 3.2% among 360,000; in the data active = activity change below about -30%; note: % is set by controls: 0 for no effect and ±100 for the full control effect
#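 Compound effects on dopamine-evoked calcium signalling were measured in tetracycline-induced HEK293 Trex D1 cells. Dopamine at EC80 followed a 180 s compound pre-read, and fluorescence was tracked kinetically for 180 s more.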
# RXFP1 antagonist: antagonists of human relaxin receptor RXFP1. hit rate 0.59% among 350,000. Q9HBX9. HEK293-RXFP1, relaxin-stimulated cAMP HTRF, 30 min; stronger effect = lower value. activity change, negative = inhibition, % at 57.5 µM;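 active = activity change of -60% or lower, but not beyond a set lower limit; inconclusive = change between -60% and -40%, or beyond the set limit; inactive = change above -40%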; note: % is set by controls: 0 for no effect and ±100 for the full control effect
# Vif-APOBEC3F blk: inhibitors of Vif-A3F interaction. Potency, µM (top dose mostly 46.1 µM), inactives show top-dose activity, negative = active. HeLa A3F-eYFP + Vif (tagged APOBEC3F with the HIV-1 protein that degrades it), YFP fluorescence increase. hit rate 0.2% among 390,000; note: potency is the fitted concentration of half-maximal effect; % of control where 0% means no effect; nearly all actives have a fitted effect of over 65% in size
#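 HeLa cells stably expressing Vif plus C-terminally eYFP-tagged A3F were seeded, incubated overnight at 37 deg C, dosed with compound, incubated overnight again at 37 deg C. Yellow fluorescence (Ex 488/Em 500-530) reported blocked Vif-mediated A3F-eYFP degradation.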
# RXFP1 ag: activates the human relaxin receptor RXFP1; hit rate 0.3% among 370,000; Q9HBX9; Potency, µM (series often up to 57.5 µM), for inactives: at the top dose activation, most hits filed as activators; AID 2676; HEK293T-RXFP1 cAMP TR-FRET, 30 min; response scale: percent of porcine relaxin response, buffer zero; note: potency is the fitted concentration of half-maximal effect; % is set by controls: 0 for no effect and ±100 for the full control effect; nearly all actives have a fitted effect of over 60% in size; many of its hits are not listed in these tables
#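 Agonist response is measured as cAMP accumulation in an RXFP1-transfected HEK293T line under PDE4 inhibition. Values are scaled between buffer-only and 29 nM porcine relaxin, and EC50s come from standard Hill equation fits.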
# D2 PAM: positive allosteric modulators of human D2 dopamine receptor | AID 485347 | hit rate 0.34% among 340,000 | HEK293 T-REx D2, calcium flux, EC20 dopamine potentiation | potentiation, % at 10 µM;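 active = potentiation over 3 SD above the plate norm, cut at about 30% in these data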; note: 0% is about no effect
# Target sequence (P14416 whole entry, looked up): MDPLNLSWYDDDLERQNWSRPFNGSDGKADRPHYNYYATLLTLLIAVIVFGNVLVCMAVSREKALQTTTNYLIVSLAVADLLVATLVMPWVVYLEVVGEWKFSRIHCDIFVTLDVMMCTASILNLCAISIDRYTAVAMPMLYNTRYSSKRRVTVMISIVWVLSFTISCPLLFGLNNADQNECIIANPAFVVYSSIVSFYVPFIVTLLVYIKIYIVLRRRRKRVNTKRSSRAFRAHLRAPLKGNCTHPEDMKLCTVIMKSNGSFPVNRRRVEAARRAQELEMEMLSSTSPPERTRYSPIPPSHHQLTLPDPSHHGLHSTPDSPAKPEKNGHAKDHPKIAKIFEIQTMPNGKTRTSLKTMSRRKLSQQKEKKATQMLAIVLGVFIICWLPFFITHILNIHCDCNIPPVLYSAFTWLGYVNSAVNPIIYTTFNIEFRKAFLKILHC
#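 Primary screen. Calcium kinetics in induced HEK293 T-REx D2 cells: compound pre-addition 180 s, EC20 dopamine, 180 s more.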
# Glioma ERSR ind: induces the endoplasmic reticulum stress response in human glioma cells; U87-MG GRP78 promoter luciferase reporter, 16 h; Potency, µM, inactives show top-dose activation, most hits filed as activators; hit rate 0.02% among 420,000; note: potency is the fitted concentration of half-maximal effect; series mostly up to about 76 µM; % of control where 0% means no effect; nearly all actives have a fitted effect of over 35% in size
#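 Stably transfected U87-MG glioma cells carrying a GRP78-based luciferase sensor; 16 h compound incubation. Luminescence end-point read 10 min after Bright-Glo addition at room temperature.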
# D1 potentiator: potentiators of human D1 dopamine receptor | P21728 | HEK293 TREx D1 cells, calcium flux, dopamine EC20 potentiation | potentiation, % at 10 µM | hit rate 0.036% among 360,000 | AID 504651; in the data active = potentiation above about 30%; note: 0% is about no effect
# Vif-A3G inh: blocks the Vif interaction with human APOBEC3G; Q9HC16; HeLa A3G-eYFP + Vif (tagged APOBEC3G with the HIV-1 protein that degrades it), YFP fluorescence, overnight; Potency, µM (series often up to 46.1 µM), for inactives: at the top dose activity, negative = active, usual class: inhibitors; hit rate 0.076% among 410,000;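 note: potency is the fitted concentration of half-maximal effect; % is set by controls: 0 for no effect and ±100 for the full control effect; nearly all actives have a fitted effect of over 60% in size; hits raise eYFP signal because A3G escapes Vif-driven loss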
# Target sequence (Q9HC16 whole entry, looked up): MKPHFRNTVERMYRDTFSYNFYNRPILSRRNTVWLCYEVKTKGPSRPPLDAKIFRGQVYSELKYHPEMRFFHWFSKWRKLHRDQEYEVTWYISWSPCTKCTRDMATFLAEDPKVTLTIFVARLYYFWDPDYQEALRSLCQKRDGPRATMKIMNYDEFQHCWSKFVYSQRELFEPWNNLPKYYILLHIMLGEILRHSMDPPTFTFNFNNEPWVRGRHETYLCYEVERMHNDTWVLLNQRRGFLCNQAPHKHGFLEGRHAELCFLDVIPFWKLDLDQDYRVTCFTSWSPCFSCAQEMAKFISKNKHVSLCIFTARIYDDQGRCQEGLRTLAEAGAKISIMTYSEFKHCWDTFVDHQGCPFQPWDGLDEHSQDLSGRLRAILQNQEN
#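 Read-out is eYFP fluorescence (Ex 488/Em 500-530) from Vif-expressing HeLa A3G-eYFP cells; more signal means A3G escaped Vif-mediated degradation. Cells plated overnight, compound pinned in, incubated overnight at 37 deg C.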
# * marks the source's active call; other numbers are inactive results; u = inconclusive; x = no result given; & = joins results of further samples. Unless noted, calls come from the whole dose curve; as a rule, active = well fitted curve in the direction sought with a large enough effect; inconclusive = small, poorly fitted or top-dose-only effect, or another doubt; inactive = no such curve, though single readings can be large; an effect the other way counts as inactive or inconclusive. The list is partial. The share of hits here may be higher or lower than overall.
entry	Compound	D1 potentiator	D2 PAM	D1 agonist	RXFP1 antagonist	RXFP1 ag	Vif-APOBEC3F blk	Vif-A3G inh	D1 antagonist	Glioma ERSR ind
1	CCCCOc1ccc(C(=O)Nc2ccc3c(c2)CCCN3C(=O)c2cccs2)cc1	0	-1	4	-8	2.9%	1%	-1%	-6	-3%
2	CC(=O)CSc1nnc(-c2ccc(S(=O)(=O)N3CCOCC3)cc2)n1C	-1	x	3	-7	1.4%	-3%	1%	-3	0%
3	O=C(C1COc2ccccc2O1)N1CCc2ccccc2C1 (stereo not given)	-3	-2	0	0	0.9%	2%	0%	3	5%
4	O=C(OCc1cc(=O)n2nc(C3CC3)sc2n1)c1ccccc1Cl	0	0	3	x	3.1%	2%	3%	-4	1%
5	CCCNC(=O)NC(=O)c1cnccc1C(F)(F)F	0	-2	1	10	3.6%	-1%	-6%	-6	-3%
6	C=C(C)COc1ccc(-c2[nH]ncc2Oc2ccccc2OCC)c(O)c1	1	0	3	-36	-0.5%	-5%	-6%	2	-18%
7	Cc1nc(C)c(C(=O)NNC(=O)c2ccc(Br)cc2)s1	-6	8	7	9	-0.4%	-11%	-1%	-2	-6%
8	O=C(CSc1nnc(CNC(=O)c2cccc(C(F)(F)F)c2)o1)NC1CCCC1	-5	10	3	8	0.9%	-3%	1%	-25	-4%
9	Cc1noc(C)c1S(=O)(=O)N1CCC(C(=O)N2CCC(N3CCCCC3)CC2)CC1	2	-7	3	-6	0.7%	-7%	-1%	-13	0%
10	CN(C)S(=O)(=O)c1ccc(C(=O)NCCSc2c(-c3ccccc3)[nH]c3ccccc23)cc1	1	-6	2	-18	0.8%	1%	2%	-3	-2%
11	Nc1c(Cl)ncnc1N/N=C/c1ccncc1	-2	0	2	-13	2.3%	-26%	0%	0	-2%
12	COc1ccccc1OCC#CCn1ccnc1	-1	1	0	1	0.8%	2%	-1%	-8	-3%
13	CCOc1ccccc1C(=O)N(C)Cc1cc2ccccc2[nH]c1=O	-1	-7	1	-10	-0.3%	-6%	1%	-8	-3%
14	O=C(NCCc1ccc(C(F)(F)F)cc1)C1CC(=O)N(c2ccc3c(c2)OCCO3)C1 (stereo not given)	2	3	2	3	0.3%	-5%	-32%	1	-3%
15	CCOC(=O)c1ccccc1NC(=O)C1CC(=O)N(C2CCCC2)C1 (stereo not given)	x	x	x	5	x	-5%	0%	x	-7%
16	COC1(c2ccccc2)NC(=S)NN=C1c1ccccc1 (stereo not given)	-1	-7	-1	-20	18%	0%	u	1	-3%
17	CC1CC(C)(C)NC(=S)N1CC(=O)NCc1ccc2c(c1)OCO2 (stereo not given)	-2	7	2	7	0.7%	-14%	4%	-17	0%
18	O=[N+]([O-])c1ccccc1S(=O)(=O)N1CCN(CC2CC=CCC2)CC1 (stereo not given)	5	11	2	10	2.3%	5%	-5%	-16	-1%
19	CC(C)OP(C)(=O)CN1CCN(CP(C)(=O)OC(C)C)CC1 (stereo not given)	3	-4	4	15	1.6%	-2%	-5%	-2	-3%
20	O=C(Cn1cc([N+](=O)[O-])cn1)Nc1ccn(Cc2c(F)c(F)cc(F)c2F)n1	2	12	8	1	2.1%	0%	2%	15	-4%

# Part of the list above, limited to Glioma ERSR ind and D2 PAM:
entry | canonical_smiles | Glioma ERSR ind | D2 PAM
1 | CCCCOc1ccc(C(=O)Nc2ccc3c(c2)CCCN3C(=O)c2cccs2)cc1 | -3% | -1
2 | CC(=O)CSc1nnc(-c2ccc(S(=O)(=O)N3CCOCC3)cc2)n1C | 0% | x
3 | O=C(C1COc2ccccc2O1)N1CCc2ccccc2C1 (stereo not given) | 5% | -2
4 | O=C(OCc1cc(=O)n2nc(C3CC3)sc2n1)c1ccccc1Cl | 1% | 0
5 | CCCNC(=O)NC(=O)c1cnccc1C(F)(F)F | -3% | -2
6 | C=C(C)COc1ccc(-c2[nH]ncc2Oc2ccccc2OCC)c(O)c1 | -18% | 0
7 | Cc1nc(C)c(C(=O)NNC(=O)c2ccc(Br)cc2)s1 | -6% | 8

# New compounds follow:
entry	Compound	D1 potentiator	D2 PAM	D1 agonist	RXFP1 antagonist	RXFP1 ag	Vif-APOBEC3F blk	Vif-A3G inh	D1 antagonist	Glioma ERSR ind
21	CC(=O)Nc1ccc(S(=O)(=O)N2CCc3ccccc3C2)cc1	-8	2	1	4	-1.0%	-3%	4%	-34*	-5%
22	O=C(COC(=O)CC1CC2CCC1C2)NC(=O)NC1CCCC1 (stereo not given)	0	-4	0	2	2.0%	u	2%	16	0%
23	O=C(c1ccc2c(c1)N(Cc1ccc(Cl)cc1)C(=O)c1ccccc1S2(=O)=O)N1CCN(Cc2ccccc2)CC1	1	9	6	x	-2.5%	-5%	2%	-11	-1%
24	CS(=O)(=O)N1CCN(c2ccccc2NC(=S)NC(=O)c2cccs2)CC1	-7	-6	3	1	1.5%	10%	1%	9	-2%
25	CCC(CC(C)(C)O)C(=O)NNC(=S)Nc1ccccc1 (stereo not given)	-1	-2	2	-11	-1.2%	6%	0%	8	3%
26	c1ccc(C2=NCCCO2)cc1	x	x	x	1	x	-1%	0%	x	-4%
27	CCCN(C(=O)c1ccc(N2CCCC2=O)cc1)C1CCS(=O)(=O)C1 (stereo not given)	x	6	1	4	-0.6%	8%	0%	7	-2%
28	Cc1cccc(NC(=O)c2cc(-c3ccc(C)s3)nc3ccccc23)n1	-3	10	3	-9	2.7%	-9%	-19%	-26	4%
29	Clc1ccc(-c2cc(CSc3cccc(Cl)c3)on2)cc1	-1	-8	11	-5	-0.1%	0%	-3%	11	5%
30	Cc1cccc(NC(=O)CSc2nnc([C@@H](N)Cc3ccccc3)o2)c1C	7	2	1	-13	2.3%	6%	2%	5	-2%
31	C/C(=N\NC(=O)c1cccc(S(=O)(=O)N2CCCCC2)c1)c1ccc(C)o1	-12	7	-1	-18	-1.1%	10%	3%	-4	-3%
32	Cc1cc(=O)[nH]c(NN=C2CCCCC2C)n1 (stereo not given)	x	x	x	-18	x	-1%	1%	x	-3%
33	CCCCCC(=O)Nc1nc(C)c(-c2csc(Nc3ccccc3OC)n2)s1	3	-8	4	x	-0.8%	10%	-8%	-3	-2%
34	Cc1ccccc1CNC(=O)C1CCCN(c2nnc(-n3c(C)ccc3C)s2)C1 (stereo not given)	-2	6	-2	x	0.3%	2%	-3%	-1	-1%
35	CCN(CC)C(=O)Cn1cc(C(=O)C(=O)NCCc2c[nH]c3ccccc23)c2ccccc21	-3	-25	0	-4	1.1%	1%	0%	-3	-2%
36	CCOC(=O)C1(CCOc2ccccc2)CCN(Cc2ccc(C(=O)OC)cc2)CC1	-4	-16	7	-10	-0.5%	-8%	3%	-12	-2%
37	COc1ccc(CC(=O)NNC(=O)c2ccc(Br)s2)cc1OC	x	x	x	16	x	-2%	0%	x	0%
38	CCOC(=O)c1cccc(NC(=O)N2CCC(CN3CCCCCC3)CC2)c1	-2	x	-1	-16	3.8%	-9%	3%	5	-1%
39	CCOC(CNC(=O)C(=O)NCC(c1ccco1)N1CCN(c2ccc(OC)cc2)CC1)OCC (stereo not given)	-5	16	0	-25	-3.1%	2%	-3%	-16	-3%
40	Cc1ccc(NCc2ccccc2)cc1	1	0	2	-14	2.2%	3%	0%	2	7%

# 3 successive compounds already listed:
entry	Compound	D1 potentiator	D2 PAM	D1 agonist	RXFP1 antagonist	RXFP1 ag	Vif-APOBEC3F blk	Vif-A3G inh	D1 antagonist	Glioma ERSR ind
21	CC(=O)Nc1ccc(S(=O)(=O)N2CCc3ccccc3C2)cc1	-8	2	1	4	-1.0%	-3%	4%	-34*	-5%
22	O=C(COC(=O)CC1CC2CCC1C2)NC(=O)NC1CCCC1 (stereo not given)	0	-4	0	2	2.0%	u	2%	16	0%
23	O=C(c1ccc2c(c1)N(Cc1ccc(Cl)cc1)C(=O)c1ccccc1S2(=O)=O)N1CCN(Cc2ccccc2)CC1	1	9	6	x	-2.5%	-5%	2%	-11	-1%

# The listing continues:
entry	Compound	D1 potentiator	D2 PAM	D1 agonist	RXFP1 antagonist	RXFP1 ag	Vif-APOBEC3F blk	Vif-A3G inh	D1 antagonist	Glioma ERSR ind
41	C=CCC(Nc1ccco1)c1ccccc1 (stereo not given)	-9	-3	1	-11	0.3%	-14%	-3%	-23	-1%
42	O=C(NCC(c1ccco1)N1CCOCC1)C1CCCCC1 (stereo not given)	-1	x	3	27	1.1%	u	1%	10	-2%
43	CCn1cnc2c1c(=O)n(Cc1csc(-c3ccccc3)n1)c(=O)n2Cc1ccccc1	1	7	1	-2	4.4%	4%	2%	2	-1%
44	O=C(c1ccccc1)N1CCCC(c2nc3c(nnn3Cc3ccc(F)cc3F)c(=O)[nH]2)C1 (stereo not given)	-3	-5	0	-4	-0.8%	x	x	-12	x
45	O=[N+]([O-])c1ccc(N2CCN(c3cccc(Cl)c3)CC2)cn1	-2	-23	-2	-18	-0.2%	1%	0%	-3	-3%
46	COc1ccccc1-c1cn[nH]c1-c1ccc(O)cc1O	-7	18	4	0	1.6%	4%	-15%	3	-5%
47	COc1ccc(NC(=O)c2ccc(C)o2)c([N+](=O)[O-])c1	1	5	-1	8	0.0%	10%	0%	12	3%
48	COc1ccc([C@@H]2Sc3ccccc3NC(=O)[C@@H]2O)cc1	x	x	x	-10&-34	x	0%	u	x	-3%
49	CCN(CC)CCn1c2c(c(SCC(=O)Nc3ccc4c(c3)OCCO4)nc1=O)CCC2	-2	-4	2	-11	3.9%	1%	-1%	9	-3%
50	O=C(NCc1ccccc1)c1ccc(CSc2nc3cccnc3n2Cc2ccccc2F)cc1	1	1	4	-2	1.7%	-2%	1%	1	-1%
51	Cc1cc(C)n(-c2ccnc3cc(Cl)ccc23)n1	-4	-10	1	1	2.7%	-1%	-4%	-1	-5%
52	O=C(NCc1ccc2c(c1)OCO2)c1cc(-c2ccccc2)on1	1	-14	9	12	2.9%	5%	2%	-11	0%

# Part of the list above in order of formula weight, ascending.
entry	Compound	D1 potentiator	D2 PAM	D1 agonist	RXFP1 antagonist	RXFP1 ag	Vif-APOBEC3F blk	Vif-A3G inh	D1 antagonist	Glioma ERSR ind
46	COc1ccccc1-c1cn[nH]c1-c1ccc(O)cc1O	-7	18	4	0	1.6%	4%	-15%	3	-5%
48	COc1ccc([C@@H]2Sc3ccccc3NC(=O)[C@@H]2O)cc1	x	x	x	-10&-34	x	0%	u	x	-3%
52	O=C(NCc1ccc2c(c1)OCO2)c1cc(-c2ccccc2)on1	1	-14	9	12	2.9%	5%	2%	-11	0%
